Source: PubChem
phage Ecoli inh: E. coli growth loss with phage present. hit rate 0.26% among 360,000. AID 651602. growth absorbance. inhibition, % at 11.9 µM; in the data active = inhibition above about 11%
SR-BI DiI inh: blocks mouse SR-BI lipid uptake from DiI-HDL; hit rate 0.96% among 320,000; ldlA[mSR-BI] CHO cells, DiI-HDL uptake fluorescence, 3 h; AID 488896; inhibition, % at 12.5 µM;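 active = mean replicate inhibition of at least 70% and a set share of replicates each scoring 70 or more; inconclusive = meets just one of the two criteria; inactive = fails both criteria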;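 also: 0% = median of neutral control wells and 100% = median of positive control wells; values of inactives mirror those of a sister screen read the other way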
Target sequence (Q61009 whole entry, looked up): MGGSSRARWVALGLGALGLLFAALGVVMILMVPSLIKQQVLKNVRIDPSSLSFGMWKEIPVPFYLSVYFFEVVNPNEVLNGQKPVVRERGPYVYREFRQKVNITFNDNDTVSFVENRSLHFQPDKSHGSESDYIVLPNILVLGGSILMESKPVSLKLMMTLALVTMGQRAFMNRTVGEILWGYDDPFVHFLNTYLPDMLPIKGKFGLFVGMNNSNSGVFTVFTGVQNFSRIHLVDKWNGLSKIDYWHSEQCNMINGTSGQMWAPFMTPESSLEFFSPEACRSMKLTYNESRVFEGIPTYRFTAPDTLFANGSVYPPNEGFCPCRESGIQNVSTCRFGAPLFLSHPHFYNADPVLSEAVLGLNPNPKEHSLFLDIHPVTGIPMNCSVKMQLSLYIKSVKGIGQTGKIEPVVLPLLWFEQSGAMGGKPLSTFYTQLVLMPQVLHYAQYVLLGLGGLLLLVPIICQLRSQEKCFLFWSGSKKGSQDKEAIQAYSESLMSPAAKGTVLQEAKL
Wnt act: Wnt/beta-catenin pathway activation; hit rate 1.2% among 300,000; activation, % at 9.35 µM; Wnt/beta-catenin reporter cell assay, activator, plate reader; in the data active = activation above about 30%, passing the limit was not always enough; inconclusive = no clear call, values can overlap the other calls;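 also: 0% = neutral control wells and 100% = positive control wells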
CAL PDZ FP-1: human CAL PDZ-peptide interaction inhibition; Q9HD26; purified CAL PDZ, TMR-peptide fluorescence polarization, 1 h; hit rate 0.02% among 330,000; inhibition, % at 20 µM; AID 504414;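 active = highest replicate inhibition of at least 40%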;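 also: plate controls were DMSO neutral control wells for no effect and unlabeled competitor peptide control wells for full effect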
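Material: tagged CAL PDZ protein CerCALP, purified; buffer or medium: sodium phosphate/NaCl buffer pH 7.4 with TCEP, IgG, Thesit; also added: fluorescent TMR peptide probe; schedule: 1 h incubation at room temperature before polarization reading; technique: fluorescence polarization from S- and P-plane intensities, G-factor corrected; control set: unlabelled peptide and DMSO controls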
Ecoli viability: bacterial growth inhibition, counter-screen for AddAB inhibitors; E. coli V3065 growth, OD600 absorbance, 18 h; inhibition, % at 11.9 µM; hit rate 0.27% among 330,000;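 active = inhibition above the campaign's mean inhibition across all tested compounds plus 3 SD, cut at about 9.9% in these data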;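 also: uninfected addAB+ strain grown without phage in ampicillin broth; 0% = DMSO wells and 100% = ciprofloxacin 0.95 µg/ml wells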
CAL PDZ FP-2: inhibitors of human CAL PDZ peptide binding | Q9HD26 | purified CAL PDZ, TMR-peptide fluorescence polarization, 1 h | inhibition, % at 24.9 µM | hit rate 0.92% among 300,000 | AID 602252;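 active = mean inhibition of at least 30% with at least half of replicates also reaching 30%; inconclusive = no clear call, values can overlap the other calls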;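 also: 0% = DMSO neutral control and 100% = excess unlabeled competitor peptide PRC23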
AddAB inh: less growth of phage-infected E. coli with AddAB; E. coli expressing H. pylori AddAB, absorbance growth; inhibition, % at 11.9 µM; hit rate 0.29% among 330,000; in the data active = inhibition above about 12%;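 also: 0% = vehicle wells of infected cells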
SR-BI uptake up: SR-BI HDL lipid transfer activation; CHO ldlA[mSR-BI] cells, DiI-HDL uptake fluorescence, 3 h; 100 = double the neutral-control signal; activation, % at 12.5 µM; hit rate 0.096% among 320,000; AID 504775;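 active = mean replicate activation of at least 60% and every replicate at or above 60%; inconclusive = mean or all-replicate condition met, but not both; inactive = mean below 60% and not all replicates reaching 60%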;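 also: 0% = median plate neutral-control signal and 100% = twice that signal; values of inactives mirror those of a sister screen read the other way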
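System: LDL receptor-deficient CHO ldlA cells overexpressing murine SR-BI | Timing: 3 h uptake period with compound, 37 °C | Medium: HEPES-buffered (25 mM, pH 7.4) F12 plus 0.5% BSA | Dosing: Single-point compound dose | Signal: Bottom-read fluorescence, 550/595 nm | Read-out: Retained DiI signal reflecting DiI-HDL uptake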
MITF act: MITF TRPM1 promoter activation in melanoma cells | hit rate 0.75% among 300,000 | activation, % at 12.5 µM | AID 588334 | SK-MEL-5 TRPM1-promoter luciferase, 24 h; % of positive control, neutral wells = 0;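 active = mean activation of at least 80% with every replicate also reaching 80%; inconclusive = mean reaches 80% but some replicate falls short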;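 also: 0% = neutral control wells and 100% = parthenolide positive control wells; values of inactives mirror those of a sister screen read the other way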
Tat export inh: E. coli Tat transport inhibition | E. coli MC4100 TorA-mCherry Tat export, fluorescence | hit rate 0.036% among 340,000 | inhibition, % at 10 µM;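 active = mean replicate inhibition at least 50% and at least half of replicates individually reaching 50%; inconclusive = only one of the two criteria met; inactive = neither criterion met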;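 also: exported cargo escapes ClpAP degradation while cytoplasmic cargo is degraded and loses fluorescence; 0% = median of neutral control wells and 100% = median of NaSCN control wells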
The depositor's hits bear a star; ? = inconclusive; / = not tested or not shown.

SMILES	phage Ecoli inh	SR-BI DiI inh	Wnt act	CAL PDZ FP-1	Ecoli viability	CAL PDZ FP-2	AddAB inh	SR-BI uptake up	MITF act	Tat export inh
CON(C)C(=O)CC(CNC(=O)OC(C)(C)C)c1ccc(Cl)cc1 (centres undefined)	2.0	-33	-1	0.3	1.1	2	3.8	33	6	11
CCn1ncc(CN2CCC(C(=O)Nc3cccc(-c4cccc(F)c4)c3)CC2)c1C	1.3	17	1	-4.5	-1.9	-3	2.1	-17	-2	2
Cc1nc(C(C)N(C)Cc2nc(Cc3ccccc3F)no2)c(C)s1 (centres undefined)	0.9	/	-5	-2.3	0.8	-1	-0.2	/	6	0
Cc1ccc(C)c(OCCC(=O)OCC(=O)NCc2ccc(F)cc2)c1	2.0	-19	-4	0.0	2.3	-4	0.7	19	0	-2
O=C(NCCCCc1ccccc1)C1CCCC1	3.5	-9	0	-1.2	-0.1	3	-0.1	9	-3	-6
COc1ccc(CCNC(=O)Cn2c(=O)n(CC3CCCO3)c(=O)c3ccccc32)cc1OC (centres undefined)	-0.1	/	0	0.2	0.4	-2	-0.6	/	7	-7
COc1cccc(NC(=O)Nc2cc(C)on2)c1	2.7	-1	3	-0.7	-0.3	2	2.2	1	15	6
COc1ccccc1NS(=O)(=O)c1ccc(NC(=O)N2CCCCC2)cc1	-0.7	-9	3	-2.9	-1.5	0	3.4	9	1	-3
Cc1sc(NC(=O)c2c(F)cccc2F)nc1-c1ccccc1	2.3	7	-2	-0.3	1.1	-4	2.1	-7	/	2
CCOC(=O)N1CCN(Cc2nc(-c3ccc(Cl)cc3)no2)CC1	2.2	-17	/	/	-1.3	-4	-0.2	17	-6	1
S=c1[nH]nc(-c2cc(-c3ccccc3)n[nH]2)n1/N=C/C=C/c1ccco1	-0.2	/	11	/	-1.4	/	1.0	/	/	/
O=S1(=O)C[C@@H]2N=C(N/N=C/c3ccccc3)S[C@@H]2C1	-0.2	-7	1	0.7	1.3	-2	-0.7	7	-10	-1
OC(COCC1COc2ccccc2O1)CN1CCN(c2ccccc2)CC1 (centres undefined)	3.3	19	-1	-1.9	1.5	/	4.3	-19	/	-5
COc1ccccc1N(CC(=O)NCCSC(C)(C)C)S(C)(=O)=O	0.5	-42	-1	-3.0	-3.4	-2	-1.4	42	-10	4
CCCN(CCC)Cc1c(C(=O)OCC)nnn1-c1nonc1N	2.3	-3	/	0.3	0.0	-4	1.9	3	1	-11
COC1CCCCC1NS(=O)(=O)c1ccccc1 (centres undefined)	1.1	-11	/	-3.3	0.0	-3	0.6	11	-5	-2
COc1ccccc1N(CCC#N)C(=S)Nc1ccc(S(=O)(=O)N2CCOCC2)cc1	2.4	-11	-5	-1.3	-1.1	-3	-0.7	11	5	1
COc1ccccc1NC(=O)c1sc(NC(=O)c2ccco2)c(C#N)c1C	1.9	15	-2	-1.6	-1.4	-3	1.8	-15	19	4
COC(=O)n1c(=O)oc2ccccc21	1.7	-32	/	-0.6	2.7	/	3.3	32	/	-1
C/C(=N\NC(N)=S)c1ccc2c(c1)OCCO2	2.0	76*	25	-0.2	3.7	-3	6.5	-76	1	-3
CC(=O)Nc1ccc(NC(=O)Cc2sc(C)nc2-c2ccc(C)cc2)cc1	3.2	3	-1	0.3	1.0	-2	-1.0	-3	5	-5
COC(=O)c1sccc1-n1cccc1C(=O)C(=O)N1CCCC1	0.9	-13	/	/	-2.8	-7	2.6	13	3	-3
CC(C)c1ccc(NC(=O)CSc2nc(=O)n(CCCN3CCOCC3)c3c2CCCC3)cc1	3.4	-6	1	-0.3	0.0	5	-3.8	6	-12	4
N/C(=N\OC(=O)c1ccc([N+](=O)[O-])cc1)c1cccnc1	2.7	-49	19	-1.0	1.0	-2	1.6	49	60	-8
CC(=NNC(=O)c1cccc(S(=O)(=O)N2CCOCC2)c1)c1ccc(Cl)cc1	2.7	33	0	-1.5	0.3	-3	0.7	-33	3	-6
CC(=O)Nc1ccc(S(=O)(=O)N(C)CC(=O)OC(C)C(=O)N(C)C2CCCCC2)cc1 (centres undefined)	0.2	-5	1	-0.1	-0.1	-3	5.6	5	-2	0
O=C(CN1CCN(S(=O)(=O)c2ccccc2)CC1)NC(=O)NCc1ccccc1	1.3	-11	/	-0.6	2.6	1	2.5	11	0	-8
COc1ccc(C(C(=O)NC(C)(C)C)N(C(=O)CCC(=O)Nc2cc(C)on2)c2ccc3c(c2)OCCO3)cc1 (centres undefined)	-0.4	/	-1	-2.0	-0.3	-4	0.3	/	7	7
Cc1nnc(SCC(=O)Nc2cc(S(=O)(=O)N3CCCC3)ccc2Cl)n1C1CC1	1.2	-4	-3	0.0	2.5	0	1.1	4	-7	3
CN(CC(=O)Nc1cccc(F)c1)C(=O)/C=C/c1ccc(S(=O)(=O)N2CCCCCC2)cc1	-1.0	44	-1	-0.7	/	-9	/	-44	-2	2
Cc1[nH]c(C)c2c(=O)n(-c3ccccc3)ncc12	0.8	-23	-3	-0.4	-0.8	/	-1.7	23	/	-4
CC1(C)Cc2ccccc2-c2nnc(-c3cccnc3)n21	2.5	-51	-1	-0.4	-0.3	1	0.1	51	-10	-2
Cc1ccc(NC(=S)NCCN2CCOCC2)cc1C	2.5	2	/	-1.9	1.6	/	2.6	-2	-2	-6
COc1ccc(NC(=S)Nc2ccccc2SC)c(OC)c1	3.3	-8	-1	0.0	0.2	-5	-0.8	8	4	0
CN1N=C(C(C)(C)C)CC1=O	3.0	-10	-4	-1.6	0.9	/	1.1	10	/	-3
CC1CN(Cc2cn(C)nc2-c2ccc(Oc3ccccc3)cc2)CCN1C (centres undefined)	1.9	4	-3	-1.0	-1.4	1	-1.9	-4	-3	1
CCN(CC(=O)Nc1ccccc1OC)C(=O)C1CCCC1	1.0	-1	-6	0.1	0.5	-4	0.4	1	-5	-3
COc1ccc(-c2sc3ccc(N4CCOCC4)cc3c2C#CC2(O)CCCCC2)cc1	1.7	?	-8	-1.2	0.0	0	-1.2	-73	20	-1
CCOc1cc(N2CCOCC2)c(OCC)cc1NC(=O)CN1C(=O)NC2(CCc3ccccc32)C1=O (centres undefined)	1.7	4	-4	/	-0.9	-8	0.9	-4	-3	-1
O=C(NC1CCCCCCC1)c1ccccc1O	6.2	-13	18	-0.6	-2.6	7	1.5	13	77	4
O=C(CSc1nc2ccc(Cl)cc2[nH]1)c1cccs1	1.3	/	37*	-0.2	0.8	6	0.4	/	54	-9
CN(C)CCCC(C)(O)C(Cc1ccccc1)c1ccccc1 (centres undefined)	1.4	-27	-2	-0.7	-0.9	-4	-2.1	27	15	-6
CC1Cc2cc(S(=O)(=O)N3CCN(c4ccccc4F)CC3)ccc2N1C(=O)C1CC1 (centres undefined)	0.9	-8	-1	-1.7	0.8	-5	2.9	8	-4	9
COc1ccc(NC(=O)c2ccc(-n3cncn3)c([N+](=O)[O-])c2)cc1	2.6	-3	0	0.3	0.6	0	1.4	3	-1	-2
Cc1onc(-c2ccccc2)c1-c1nnc(CN2CCN(S(=O)(=O)c3ccccc3F)CC2)o1	3.6	1	-7	-0.1	-1.8	11	-0.4	-1	1	-3

Shown bar-delimited: 2 of the compounds above
canonical_smiles | phage Ecoli inh | SR-BI DiI inh | Wnt act | CAL PDZ FP-1 | Ecoli viability | CAL PDZ FP-2 | AddAB inh | SR-BI uptake up | MITF act | Tat export inh
COc1ccc(NC(=S)Nc2ccccc2SC)c(OC)c1 | 3.3 | -8 | -1 | 0.0 | 0.2 | -5 | -0.8 | 8 | 4 | 0
CC1Cc2cc(S(=O)(=O)N3CCN(c4ccccc4F)CC3)ccc2N1C(=O)C1CC1 (centres undefined) | 0.9 | -8 | -1 | -1.7 | 0.8 | -5 | 2.9 | 8 | -4 | 9

Continued.
SMILES	phage Ecoli inh	SR-BI DiI inh	Wnt act	CAL PDZ FP-1	Ecoli viability	CAL PDZ FP-2	AddAB inh	SR-BI uptake up	MITF act	Tat export inh
CCOc1ccccc1NC(=O)C(CC)Sc1nc2ccsc2c(=O)n1CCC(=O)O (centres undefined)	4.4	-7	1	-1.9	2.5	4	2.9	7	-14	1
Nc1ccccc1-c1ccccc1N	2.1	-7	3	-0.9	2.7	7	2.9	7	-5	-3
Cc1ccccc1CCNC(=O)CCn1nc(C)c2c(C)n(-c3ccccc3)nc2c1=O	0.3	7	3	-0.6	-2.5	8	1.8	-7	10	3
Cc1nc(SCC(=O)NC(=O)NCCC(C)C)c2c(-c3cccs3)csc2n1	2.1	4	/	-0.7	0.7	-3	3.3	-4	14	2
Cc1cccc(C)c1NC(=O)c1ccccc1C(=O)O	0.5	-36	0	-2.0	-0.7	-6	1.5	36	-8	3
O=C(NCC1CCCO1)c1cccc(-n2cnnn2)c1 (centres undefined)	2.5	6	-3	-1.2	0.6	5	-2.4	-6	4	0
Cn1cc(S(=O)(=O)Nc2cccc(F)c2)c(=O)n(C)c1=O	0.5	-9	-2	0.5	-2.1	3	-5.4	9	/	1
CCOc1ccccc1NC(=O)C1=C(C)NC(=O)NC1c1cccc(OC)c1OC (centres undefined)	-0.7	12	-2	-0.9	-2.7	-7	-2.1	-12	-1	7
COc1cc(C(=O)NCCc2ccc(F)cc2)ccc1OCC(=O)N1CCOCC1	/	-12	/	-0.7	0.2	/	1.4	12	7	-2
Cc1cc(S(=O)(=O)N(Cc2ccc3c(c2)OCO3)CC2CCCO2)ccc1-n1cnnn1 (centres undefined)	1.1	2	1	/	0.2	-8	2.9	-2	-3	5
COC(=O)COc1ccc(S(=O)(=O)Nc2ccc(NC(C)=O)cc2)cc1	1.9	-2	-6	-1.7	-0.1	-4	1.9	2	8	1
Cc1cc(NS(=O)(=O)c2ccc(NC(=O)c3ccco3)cc2)nc(C)n1	1.6	-3	-2	0.3	1.2	-5	1.2	3	15	-7
COc1ccc(-c2nc(CS(=O)(=O)CC(=O)NCCc3ccccc3)c(C)o2)cc1	2.4	1	1	-1.6	-1.9	4	3.4	-1	-13	-2
Cc1ccc(C)c(OCC(=O)Nc2cccc(S(=O)(=O)NC3=NCCCCC3)c2)c1	1.3	4	-3	-1.9	0.4	0	2.9	-4	6	2
CN1CCCC(OC(=O)c2ccccc2F)C1 (centres undefined)	-0.1	-16	0	-1.1	2.2	/	-2.1	16	5	2
COc1ccc(C(Cl)=C(c2ccc(OC)cc2)c2ccc(OC)cc2)cc1	3.3	50	-2	-1.0	-2.3	-3	-1.9	-50	0	-8
COc1ccc(CN2C(=O)c3ccccc3C2=O)cc1C(=O)OC(C)C(=O)NC(N)=O (centres undefined)	2.1	1	17	-2.7	0.8	2	3.7	-1	4	1
O=S(=O)(Nc1cccc(S(=O)(=O)N2CCCCC2)c1)c1ccccc1F	3.5	49	-4	1.3	-2.9	/	-3.4	-49	1	-16
CCC(CC)NC(=O)COC(=O)c1cccc(C)c1O	-0.9	13	-1	/	-0.6	5	-0.2	-13	6	-5
